EPAC1 agonist – activates human EPAC1 exchange factor. O95398. EPAC1 agonist qHTS, biochemical assay; response scale: 100% = response to 6.5 mM cAMP. Potency, µM (highest dose often 154 µM), for the others: at the highest dose activation, most hits filed as activators. hit rate 0.073% among 360,000. AID 720707; further: potency means the concentration at half of the fitted maximal effect; nearly all actives have a fitted effect of over 60% in size
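Read-out is the fluorescence drop as BODIPY-GDP leaves Rap1B (480 nm excitation, 540 nm emission), recorded every 5 minutes over 30 minutes. Reactions held 100 nM EPAC1, 250 nM Rap1B–BODIPY-GDP and 50 uM GDP, with 6.5 mM cAMP setting full activation.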
Mm-Cpn inhibitor – M. maripaludis TRiC chaperonin inhibition. AID 504842. Potency, µM (series often up to 76.9 µM), for inactives: at the highest dose activity, negative = inhibition, most hits filed as inhibitors. hit rate 0.031% among 330,000. purified Mm-Cpn ATPase, ADP Transcreener TR-FRET; further: potency means the concentration at half of the fitted maximal effect; on the % scale 0 is the no-effect control and ±100 the full control effect; nearly all actives have a fitted effect of over 80% in size
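25 nM Mm-CPN + cpd, 10 min 37°C; + 10 uM ATP, 30 min 37°C; buffer 30 mM Tris pH 7.4, 100 mM KCl, 5 mM MgCl2, 1 mM DTT; Transcreener ADP HTRF detection 30 min RT.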
EPAC1 antagonist – EPAC1 (human) antagonism; O95398; EPAC1 GEF assay, Rap1b-BODIPY-GDP exchange fluorescence; Potency, µM (doses to about 115 µM), inactives show at the highest dose activity change, negative = inhibition, actives largely listed as inhibitors; hit rate 0.14% among 360,000; AID 720709;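 further: potency means the concentration at half of the fitted maximal effect; plate controls were vehicle for no effect and positive control for full effect; nearly all actives have a fitted effect of over 50% in size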
EPAC2 antagonist – antagonists of human EPAC2; Q8WZA2; EPAC2 GEF exchange of Rap1B-BODIPY-GDP, fluorescence; Potency, µM (doses to about 114 µM), for inactives: at the highest dose activity, negative = inhibition, most hits filed as inhibitors; hit rate 0.18% among 360,000; AID 720708; further: potency means the concentration at half of the fitted maximal effect; on the % scale 0 is the no-effect control and ±100 the full control effect; nearly all actives have a fitted effect of over 45% in size; many of its hits are not listed in these tables
Target sequence (Q8WZA2 whole entry, looked up): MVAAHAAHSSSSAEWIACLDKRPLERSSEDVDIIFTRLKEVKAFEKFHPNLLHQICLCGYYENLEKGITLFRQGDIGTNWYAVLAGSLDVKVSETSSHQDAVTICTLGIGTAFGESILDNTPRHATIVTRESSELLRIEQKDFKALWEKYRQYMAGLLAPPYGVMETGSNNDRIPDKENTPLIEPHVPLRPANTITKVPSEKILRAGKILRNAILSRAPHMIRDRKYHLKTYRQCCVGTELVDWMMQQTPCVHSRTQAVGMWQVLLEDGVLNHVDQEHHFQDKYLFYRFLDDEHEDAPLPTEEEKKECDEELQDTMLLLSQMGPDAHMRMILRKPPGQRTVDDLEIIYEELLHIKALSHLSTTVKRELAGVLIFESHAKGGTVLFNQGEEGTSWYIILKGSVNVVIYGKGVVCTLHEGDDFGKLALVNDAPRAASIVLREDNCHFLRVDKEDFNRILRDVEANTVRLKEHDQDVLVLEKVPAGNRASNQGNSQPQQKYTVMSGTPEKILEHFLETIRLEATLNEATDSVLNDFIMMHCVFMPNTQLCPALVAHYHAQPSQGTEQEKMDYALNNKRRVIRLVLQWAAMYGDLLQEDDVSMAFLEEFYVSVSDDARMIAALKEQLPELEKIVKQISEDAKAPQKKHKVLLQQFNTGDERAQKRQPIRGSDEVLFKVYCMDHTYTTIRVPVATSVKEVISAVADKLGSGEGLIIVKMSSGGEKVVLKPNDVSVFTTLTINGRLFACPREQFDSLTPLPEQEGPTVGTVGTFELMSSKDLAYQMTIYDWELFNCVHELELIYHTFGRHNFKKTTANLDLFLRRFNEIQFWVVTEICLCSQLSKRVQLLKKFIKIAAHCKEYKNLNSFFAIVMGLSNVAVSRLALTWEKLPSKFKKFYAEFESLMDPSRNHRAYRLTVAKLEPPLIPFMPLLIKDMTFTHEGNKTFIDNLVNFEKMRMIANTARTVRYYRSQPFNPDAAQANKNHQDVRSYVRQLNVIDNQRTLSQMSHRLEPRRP
WRN inhibitor – WRN helicase (human) inhibition. Q14191. WRN helicase unwinding, fluorescent forked duplex, kinetic. Potency, µM (top dose mostly 114 µM), for the others: at the highest dose activity change, negative = inhibition, usual class: inhibitors. hit rate 0.46% among 360,000. AID 651768; further: potency means the concentration at half of the fitted maximal effect; on the % scale 0 is the no-effect control and ±100 the full control effect; nearly all actives have a fitted effect of over 55% in size
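Kinetic fluorescence helicase assay: unwinding of a quenched forked DNA duplex (100 nM final) with 2 mM ATP final raises red fluorescence (525/598 nm). Compounds sat 15 min at room temperature with 20 nM WRN beforehand.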
PI5P4K alpha inh – PI5P4K alpha (human) kinase inhibition; PI5P4Kalpha enzyme, ADP-Glo luminescence, 60 min; hits give low values; max response, %; AID 652105; P48426; hit rate 1.2% among 330,000; active means max response of -50% or lower; inconclusive means between -30% and -50%; inactive means -30% or higher; further: value at the top dose of about 77 µM; on the % scale 0 is the no-effect control and ±100 the full control effect
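Controls without substrate or without enzyme flank wells where PI5P4Kalpha converts substrate using 5 microM ATP (final). Incubation lasts 60 minutes at room temperature; ADP formed is read by ADP-Glo luminescence.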
CCT modulator – cytosolic chaperonin activity modulation; purified chaperonin ATPase assay, HTRF ADP detection, 30 min; activity change, % (no concentration beside the values), hits read low; hit rate 0.3% among 360,000; AID 651819; in the data active means activity change below about -30%; further: on the % scale 0 is the no-effect control and ±100 the full control effect
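Nucleotide hydrolysis assay: TRiC at 20–40 nM final (set by batch activity) with 10 uM ATP, 30 min at 37 °C, in presence of 76 uM compound. Detection by competitive ADP HTRF, 30 min ambient.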
PLK1 PBD inh – inhibitors of human PLK1 polo-box domain binding; P53350; Plk1 PBD binding of FITC phosphopeptide, fluorescence polarization; Potency, µM, without a hit: max response, negative = inhibition, actives largely listed as inhibitors; hit rate 2.8% among 360,000; AID 720504; further: potency means the concentration at half of the fitted maximal effect; series mostly up to about 57 µM; on the % scale 0 is the no-effect control and ±100 the full control effect; nearly all actives have a fitted effect of over 65% in size
* = called active by the depositor; ? = inconclusive; / = not tested or not shown; [ ] = dose if it differs, or a comment. Unless noted, the call rests on the fitted dose curve; in most records, active means well fitted curve in the direction sought with a large enough effect; inconclusive means small, poorly fitted or top-dose-only effect, or another doubt; inactive means no such curve, though single readings can be large; an effect the other way counts as inactive or inconclusive.

SMILES	EPAC1 agonist	Mm-Cpn inhibitor	EPAC1 antagonist	EPAC2 antagonist	WRN inhibitor	PI5P4K alpha inh	CCT modulator	PLK1 PBD inh
CSCC[C@@H](Nc1nc(-c2ccccc2)nc2c1oc1ccccc12)C(=O)O	-6.0%	1.5%	-4.4%	7.1%	-18.9%	/	-1.3	-9.8%
COc1cccc(C(c2nnnn2CC2CCCO2)N2CCN(C(=O)c3ccco3)CC2)c1OC (stereo not given)	3.9%	1.1%	-14.9%	26.7%	-14.0%	4.4	1.1	-12.2%
CC1CCN(c2c(NCc3ccc(C(=O)NCc4cccnc4)cc3)c(=O)c2=O)CC1	-12.5%	0.3%	12.1%	-6.0%	4.5%	1.6	2.0	4.8%
COc1cccc(C(=O)NC(=O)Nc2cc(C)[nH]n2)c1	1.3%	-9.5%	-23.0%	14.7%	-5.6%	1.5	0.1	-5.4%
CC(=O)N1CCSc2ccc(S(=O)(=O)Nc3ccc(C)cc3)cc21	8.7%	0.2%	-7.2%	-4.4%	-2.4%	-7.5	-1.5	-10.0%
CCN(C(=O)C1CCCN1S(=O)(=O)c1cccc2nsnc12)c1ccccc1 (stereo not given)	-16.4%	-0.6%	-2.4%	5.0%	2.0%	-5.8	-0.2	1.0%
COc1ccc(C2NC(=O)NC(C)=C2[N+](=O)[O-])cc1OC (stereo not given)	-0.6%	-3.3%	10.0%	-2.8%	2.1%	0.7	-0.6	1.7%
CCN(C(=O)COC(=O)c1cccnc1Nc1ccccc1F)C1CCS(=O)(=O)C1 (stereo not given)	-2.6%	-0.2%	3.3%	6.5%	-9.0%	8.7	1.5	0.9%
Cc1cc(C)c(S(=O)(=O)c2ccccc2)c(OC(=O)c2c(F)cccc2Cl)n1	4.6%	-1.1%	-8.1%	-1.3%	-13.3%	-0.9	-1.5	-7.8%
CC(C)(C)n1nnnc1CN1C2CCC1CC(NC(=O)Nc1ccccc1)C2 (stereo not given)	-1.5%	0.4%	11.7%	6.1%	3.0%	7.8	-0.9	-0.3%
Cc1cc(C)cc(NC(=O)CCCSc2nc3ccccc3[nH]2)c1	9.6%	-0.6%	-7.1%	-1.7%	-14.0%	2.3	3.4	-6.2%
CN(C)S(=O)(=O)c1ccc(Cl)c(NC(=O)CSc2nc3ccccc3c(=O)n2CCCN2CCOCC2)c1	-0.4%	-0.9%	3.7%	4.7%	5.4%	6.2	1.0	-8.5%
O=C(c1cc(-c2ccccc2Cl)nc2ccc(Br)cc12)N1CCN(c2ccccn2)CC1	4.8%	/	2.4%	-17.5%	-3.7%	1.9	1.0	-1.6%
O=C(CCc1ccccc1)NNC(=O)c1ccc(F)cc1	1.4%	2.8%	-1.2%	-9.4%	-1.0%	0.0	-7.0	-17.8%
O=C(Nc1ccccc1)c1ccc(-c2ccc([N+](=O)[O-])cc2)o1	10.6%	-2.8%	13.6%	12.9%	3.1%[57.1 µM]	-14.5	-3.9	-22.9%
COc1ccc(CNc2ncc(-c3ccc(Br)cc3)n2C)cc1OC	14.3%	0.6%	9.7%	0.8%	1.1%	10.2	0.8	-4.4%
CCCCNC(=S)NNC(=O)c1ccncc1	-7.5%	-0.8%	8.1%	12.0%	-2.9%	-1.2	-1.2	-10.2%
Cc1ccc(N(C)S(=O)(=O)c2c(C)[nH]c(C)c2C(=O)N2CCCC2)cc1	2.9%	-1.7%	-12.4%	1.9%	5.5%	-0.6	-0.8	-13.7%
CCOCCn1c(=O)c2c(nc3n2CCCN3CCc2ccccc2)n(C)c1=O	5.9%	0.9%	-4.2%	-29.5%	-0.3%	3.5	-0.2	-25.8%
Cc1ccc(S(=O)(=O)N2CCCCC2)cc1NC(=O)CSCC(=O)O	7.8%	-1.2%	-0.1%	0.2%	6.8%	4.5	-1.9	-19.6%
COc1ccccc1NS(=O)(=O)c1cc(NC(=O)Cn2cnc3c2c(=O)n(C)c(=O)n3C)ccc1C	0.0%	1.8%	9.7%	4.8%	-19.7%	0.9	0.1	-22.2%
CCOC(=O)C1=CC[C@@H](c2ccccc2C(F)(F)F)N(S(=O)(=O)c2ccc(C)cc2)[C@H]1c1ccc(C#N)cc1	3.9%	/	-2.7%	7.0%	-2.6%	0.1	-2.7	-11.9%
CCn1c(SC)nc2cc(S(=O)(=O)N3CCCCC3)ccc21	-9.4%	0.1%	-19.6%	18.0%	-8.4%	-0.9	1.4	-10.2%
Cn1c(Cl)cnc1C1CC(=O)c2cc(Cl)ccc2O1 (stereo not given)	4.8%	-2.2%	1.1%	12.5%	-22.6%	-9.4	0.9	-3.2%
Cc1nn(-c2cccc([N+](=O)[O-])c2)c(N)c1-c1ccccc1	3.0%	0.3%	-3.0%	-8.3%	-15.7%	0.6	0.1	-10.7%
Nc1ncnc2c1ncn2[C@@H]1O[C@H](CNCc2cn(CC(=O)NC3CC3)c3ccccc23)[C@@H](O)[C@H]1O	-17.1%	0.8%	-1.0%	10.3%	-4.2%	-10.7	0.5	-4.2%
COc1cccc(NC(=O)CN(C)C(=O)c2ccc(COc3ccccc3)o2)c1	4.9%	-0.2%	-3.4%	4.5%	-3.2%	0.7	-2.1	2.2%
CCN1CCN(c2cc(C)c3cc(NC(=S)N4CCN(c5ccc(F)cc5)CC4)ccc3n2)CC1	-2.1%	-1.1%	-3.7%	2.9%	-2.1%	9.4	-0.8	1.4%
COc1ccc(N(CC(=O)Nc2ccc(F)cc2)S(=O)(=O)c2ccccc2[N+](=O)[O-])c(OC)c1	12.3%	-0.3%	-5.9%	-8.2%	-6.3%	-0.7	-1.2	-3.3%
C/C(Cl)=C/Cn1c(SC(C)C)nc2c1c(=O)[nH]c(=O)n2C	-4.7%	0.2%	10.5%	2.4%	-16.2%	-12.4	1.7	?
COc1ccc(S(=O)(=O)N2CCC(C(=O)NCC(=O)Nc3c(C)cccc3C)CC2)cc1OC	-10.1%	/	4.9%	-3.5%	-0.4%	1.7	-2.2	-13.1%
COc1cc(OC)c(OC)cc1CNC(=O)c1cc(=O)[nH]c2ccccc12	3.0%	-12.4%	2.0%	-0.5%	-0.4%	3.0	-0.4	1.3%
Cc1c(C(=O)N2CCN(C)CC2)oc2ccc(S(=O)(=O)N3CCOCC3)cc12	-4.6%	-0.6%	13.2%	2.5%	4.4%	-0.9	0.7	-2.3%
Cn1c(SCC(=O)NCCc2ccccc2)nnc1-c1ccco1	-5.2%	?	6.9%	9.6%	2.1%	-6.7	-0.3	?
COCC(=O)N1CCC(Oc2ccc(C(=O)NCCCC3CCCC3)cc2)CC1	3.7%	0.3%	-2.2%	5.1%	3.5%	6.9	-0.2	1.5%
Cc1cccc(NC(=O)c2ccc([N+](=O)[O-])cc2Cl)n1	-4.9%	0.1%	6.7%	6.4%	-0.1%	-4.7	1.0	-2.1%
O=C(CSc1nnnn1-c1ccccc1)Nc1ccc(N2CCOCC2)cc1	13.8%	0.7%	-14.2%	8.1%	-2.9%	-3.7	-3.2	-5.6%
O=[N+]([O-])c1cc2c(c([N+](=O)[O-])c1)Nc1ccccc1O2	7.7%	/	9.2%	11.3%	-4.9%	-28.7	1.4	-19.9%
Cc1cc(N2CCN(Cc3ccccc3)CC2)n2nc(C)c(-c3ccccc3)c2n1	6.2%	0.3%	-0.7%	-5.6%	-4.7%	/	-1.9	-5.3%
Cc1ccc(-c2nc(NC(=O)c3nn(C)cc3[N+](=O)[O-])sc2C)cc1	2.5%	-0.6%	14.0%	-2.5%	1.0%	4.4	-0.1	-6.2%
CC(=O)c1sc2nc(SCC(=O)N3CCCCC3)[nH]c(=O)c2c1C	7.4%	-18.4%	-6.3%	10.7%	?	-59.2*	-0.5	-23.9%
O=C(OCC(=O)c1c[nH]c2ccccc12)c1ccc(F)c(S(=O)(=O)N2CCOCC2)c1	4.7%	/	-8.5%	8.8%	5.7%	-2.6	-0.2	5.2%
CC(=O)c1c(C)[nH]c(C(=O)CSc2nnc(-c3cccs3)n2Cc2ccccc2)c1C	5.6%	?	-10.8%	-0.7%	-4.9%	/	-2.0	16.8µM*
CC(=O)c1ccc(O)c(CSC2=NCCS2)c1	1.6%	2.7%	-19.6%	0.4%	-3.9%	-1.9	1.5	-9.4%
O=C(CCC(=O)N1CCN(S(=O)(=O)c2ccccc2)CC1)NC1CCCc2ccccc21 (stereo not given)	0.0%	-3.1%	5.2%	7.3%	4.9%	/	-0.5	-0.2%
O=C(Nc1nnc(-c2ccccc2)o1)C1CCCN1S(=O)(=O)c1cccs1 (stereo not given)	-7.1%	2.6%	-6.4%	0.2%	-5.9%	-3.0	0.7	5.6%
Cc1ccc(-c2nc(-c3cccnc3)sc2CC(=O)Nc2ccc3nc(C)sc3c2)cc1	-1.5%	-2.1%	-6.4%	8.5%	1.0%	-0.3	1.9	0.0%
C#CCOCCOCCOCCNc1nc(N2CCN(C(=O)CCCCCCCCCCNC(=O)Cn3cc(C[C@@H](C)O)nn3)CC2)nc(N2CCN(C(=O)CCCCCCCCCCNC(=O)[C@H](CO)n3cc(CCCSC)nn3)CC2)n1	-5.5%	-0.5%	-17.2%	-6.5%	-9.6%	-2.9	-1.9	-8.0%
CC(NC(=O)c1ccc(NC(=O)CC2SC(N3CCCC3)=NC2=O)cc1)c1ccc(F)cc1 (stereo not given)	-3.1%	1.1%	-2.0%	1.4%	-4.1%	-1.7	0.0	3.3%
O=C(/C=C/c1ccccc1)Nc1ccc2c(c1)OCCO2	2.6%	1.4%	1.0%	6.4%	-3.4%	3.5	-0.7	-5.9%
Nc1c(S(=O)(=O)c2ccccc2)cnc2c(-c3ccc(F)cc3)cnn12	6.3%	1.3%	-0.3%	-7.5%	0.4%	/	-1.3	-12.4%
Cc1ccc2nc(NCCc3ccc(Cl)cc3)c3nncn3c2c1	4.0%	?	-20.5%	1.5%	-6.9%	-1.1	-0.9	-11.4%
C=CCNc1nc(N(c2ccccc2)c2ccccc2)nc(-n2ccnc2)n1	-9.9%	0.8%	5.0%	11.0%	3.9%	1.2	-0.5	-3.4%
COc1ccc(S(=O)(=O)Nc2ccc(N(C)C(C)=O)cc2)cc1	6.0%	1.1%	4.7%	-3.6%	-6.7%	0.5	-0.4	-0.8%

Shown with values ahead of the structure: entries from further up
EPAC1 agonist	Mm-Cpn inhibitor	EPAC1 antagonist	EPAC2 antagonist	WRN inhibitor	PI5P4K alpha inh	CCT modulator	PLK1 PBD inh	mol
-9.9%	0.8%	5.0%	11.0%	3.9%	1.2	-0.5	-3.4%	C=CCNc1nc(N(c2ccccc2)c2ccccc2)nc(-n2ccnc2)n1
6.0%	1.1%	4.7%	-3.6%	-6.7%	0.5	-0.4	-0.8%	COc1ccc(S(=O)(=O)Nc2ccc(N(C)C(C)=O)cc2)cc1

High-throughput results as filed in PubChem.

This is a subset, so the mix of outcomes need not match the whole.
